Screening data: PubChem, National Center for Advancing Translational Sciences (NCATS)
15-hLO-2 inh – qHTS Assay for Inhibitors of 15-hLO-2 (15-human lipoxygenase 2) | actives 0.56% (n = 110,000) | Potency, µM (series often up to 57.1 µM), for the others: at the highest dose activity change, negative = inhibition, actives largely listed as inhibitors | purified 15hLO-2, xylenol orange hydroperoxide absorbance | Polyunsaturated fatty acid lipoxygenase ALOX15B (Homo sapiens), O15296 | AID 881, 2007; also: potency is read from the fitted curve at half-maximal effect; nearly all actives have a fitted effect of over 60% in size; many of its hits are not listed in these tables
Target sequence (O15296 whole entry, looked up): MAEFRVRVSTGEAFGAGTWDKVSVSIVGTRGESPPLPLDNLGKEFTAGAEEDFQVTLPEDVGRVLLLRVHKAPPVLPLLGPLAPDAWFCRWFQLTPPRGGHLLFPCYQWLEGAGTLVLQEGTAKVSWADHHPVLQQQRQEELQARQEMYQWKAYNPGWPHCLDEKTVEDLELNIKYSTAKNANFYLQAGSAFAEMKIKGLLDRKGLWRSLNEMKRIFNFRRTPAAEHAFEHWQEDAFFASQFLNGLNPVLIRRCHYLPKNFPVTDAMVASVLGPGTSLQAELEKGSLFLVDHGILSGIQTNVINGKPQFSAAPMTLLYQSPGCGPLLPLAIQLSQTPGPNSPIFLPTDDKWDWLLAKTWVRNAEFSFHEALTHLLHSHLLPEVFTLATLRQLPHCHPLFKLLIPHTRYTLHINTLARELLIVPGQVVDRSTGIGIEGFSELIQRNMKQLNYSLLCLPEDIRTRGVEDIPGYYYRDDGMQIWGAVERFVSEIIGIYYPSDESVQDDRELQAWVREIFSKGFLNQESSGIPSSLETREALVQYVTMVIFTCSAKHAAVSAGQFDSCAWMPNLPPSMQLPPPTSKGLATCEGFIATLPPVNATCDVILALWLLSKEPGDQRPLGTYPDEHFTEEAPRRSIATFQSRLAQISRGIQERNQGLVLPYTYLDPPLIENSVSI
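Screening format was qHTS against 50 nM purified 15hLO-2 in Hepes pH 7.5 with detergent. Activity follows hydroperoxide formation from 45 uM arachidonic acid, measured as 573:405 nm absorbance ratio of the ferric-xylenol orange complex.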
12-hLO inh – qHTS Assay for Inhibitors of 12-hLO (12-human lipoxygenase); purified 12-hLO, xylenol orange hydroperoxide absorbance; Potency, µM (highest dose often 57.1 µM), for the others: at the top dose activity change, negative = inhibition, hits mostly inhibitors; actives 0.12% (n = 150,000); also: potency is read from the fitted curve at half-maximal effect; nearly all actives have a fitted effect of over 55% in size; many of its hits are not listed in these tables
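Purified human 12hLO (150 nM final) was preincubated with compounds for 15 min at room temperature in 25 mM Hepes pH 7.0, 0.01% Triton X-100, then reacted with 40 uM arachidonic acid for 30 min. Hydroperoxide was detected with ferrous iron/xylenol orange.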
PNC inhibitor – High Content Assay for Compounds that inhibit the Assembly of the Perinucleolar Compartment; PC3M PTB-GFP, PNC prevalence imaging, 16 h; hits give low values; activity change (PNC), negative = inhibition, % at 10 µM; actives 3.1% (n = 140,000);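 active = readout at or below -70, meaning at least 70% loss of cells showing the perinucleolar compartment, a nuclear body marking cancer cells; inconclusive = readout between -30 and a set limit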;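 also: plate controls were DMSO wells for no effect and camptothecin positive control wells for full effect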
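PC3M cells stably expressing PTB-GFP, 750–1000 cells/well, treated 16 h at 37 °C with compound (23 nl of library stock), in duplicate. After paraformaldehyde fixation and Hoechst stain, imaged at 20x; PNC prevalence scored by image analysis.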
IMPase inh – qHTS Assay for Identifying the Cell-Membrane Permeable IMPase Inhibitors; CHO-M1 cells, IP1 accumulation, HTRF TR-FRET ratio; inhibition (IP1 accumulation), % at 46.1 µM; 120,000 tested, under 10 active; Inositol monophosphatase 1 (Rattus norvegicus), P97697; active = well fitted curve in the direction sought with a large enough effect in the signal ratio, not every such curve was filed as active; inconclusive = small, poorly fitted or top-dose-only effect, or a change in a side signal; inactive = no such curve, though single readings can be large or run the other way; the % refers to the signal ratio;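 also: cells stimulated with carbachol in lithium chloride buffer; plate controls were DMSO basal wells for no effect and reference inhibitor wells for full effect; higher means more IMPase inhibition seen as more IP1 and lower FRET ratio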
Target sequence (P97697 whole entry, looked up): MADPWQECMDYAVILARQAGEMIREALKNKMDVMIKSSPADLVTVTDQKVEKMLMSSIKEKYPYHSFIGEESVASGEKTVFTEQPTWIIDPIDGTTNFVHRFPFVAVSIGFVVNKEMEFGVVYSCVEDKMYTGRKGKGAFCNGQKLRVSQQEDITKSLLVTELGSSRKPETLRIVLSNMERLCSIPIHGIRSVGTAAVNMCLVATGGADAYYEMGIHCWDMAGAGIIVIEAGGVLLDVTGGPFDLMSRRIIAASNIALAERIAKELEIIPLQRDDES
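Carbachol-driven Gq signalling in CHO-M1 cells (2000/well) generates IP1. Compounds that block IMPase raise IP1 and so reduce the FRET signal from Eu-anti-IP1 and d2-IP1 after a 10 min room-temperature lysis.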
The depositor's hits bear a star; ? = inconclusive; / = no result given; & = joins results of further samples; [ ] = another dose, or the depositor's remark. Unless noted, calls follow the shape of the dose curve; as a rule, active = well fitted curve in the direction sought with a large enough effect; inconclusive = small, poorly fitted or top-dose-only effect, or another doubt; inactive = no such curve, though single readings can be large; an effect the other way counts as inactive or inconclusive. Unless noted, % is scaled to controls: 0 for no effect and ±100 for the full control effect. The list is partial; the hit share may differ from the screen's.

SMILES | 15-hLO-2 inh | 12-hLO inh | PNC inhibitor | IMPase inh
C[C@@H](O)C1NC(=O)[C@H](CCCCN)NC(=O)c2cc([N+](=O)[O-])cc(I)c2OCC[C@@H](C(N)=O)NC1=O (stereo partly drawn) | / | -10% | 4 | /
O=C1C(c2ccccn2)=[N+]([O-])c2ccccc21 | -1% | -4% | / | -1
COc1ccccc1C(CC(=O)Nc1ccc(Cl)cc1)c1ccc(OC(C)C)cc1 (stereo not drawn) | / | -4% | ? | /
Cc1ccccc1OCCCCn1cnc2ccccc21 | 32%[activator] | -2% | -25 | 8
O=C(NCC(=O)N(c1ccc2c(c1)OCO2)C(C(=O)NC1CCCC1)c1cccs1)c1ccco1 (stereo not drawn) | -3% | -1% | 41 | 7
c1ccc(N2CCN(c3nc4cc5c(cc4s3)OCO5)CC2)cc1 | -21% | 3% | 18 | 1
CC(C)(C)NC(=O)c1cc(C(C)(C)C)c(O)c(C(C)(C)C)c1 | / | 2% | 44 | /
O=C(OCc1ccccc1)C1=NNC2C(=O)N(c3ccccc3)C(=O)C12 (stereo not drawn) | / | -1% | -3 | /
COc1ccc(N=c2sc3ccccc3n2C)cc1 | 14% | -3% | ? | 3
N=C(N)SCCON1C(=O)c2ccccc2C1=O | 2%[11.4 µM] | 8%[11.4 µM] | / | /

Brought forward from above: 2 compounds, followed by the next part.
SMILES | 15-hLO-2 inh | 12-hLO inh | PNC inhibitor | IMPase inh
COc1ccc(N=c2sc3ccccc3n2C)cc1 | 14% | -3% | ? | 3
N=C(N)SCCON1C(=O)c2ccccc2C1=O | 2%[11.4 µM] | 8%[11.4 µM] | / | /
Cn1c(SCCCC(=O)c2ccccc2)nnc1-c1ccncc1 | 6% | -5% | -16 | -1
CCCCn1c(NCCO)nc2ccccc21 | / | 3% | 31 | -4
COc1cc(-c2cc(N)n(S(=O)(=O)c3ccc(F)cc3)n2)cc(OC)c1OC | -9% | 6% | ? | 3
COc1cc(NC(=O)NCCN2CCN(c3ccc(Cl)cc3)CC2)ccc1C | -1% | -6% | 37 | 9
COc1cccc(-c2nnc3sc(-c4ccccn4)nn23)c1 | -2% | -12% | 23 | 11
CCCc1cc(C(N)=O)c(NC(=O)c2ccoc2C)s1 | 0%[2.29 µM] | -6% | -5 | 8
CC1=NN(c2ccccc2)C(=O)/C1=C\c1ccc(Oc2ccc([N+](=O)[O-])cc2[N+](=O)[O-])cc1 | / | -5% | ? | -8
CCc1nnc(NC(=O)CCC(=O)N2CCN(C3CCCCC3)CC2)s1 | -1% | -8% | 24 | 2
COc1ccc(S(=O)(=O)N2CCOCC2)cc1Cl | 6% | -5% | 38 | 1
CCN1CCN(C(=O)CCCCCn2c(=O)[nH]c3cc(C(=O)OC)ccc3c2=O)CC1 | 6% | -5% | -5 | 10
Cc1c(NC(=O)Nc2cccc(Cl)c2)c(=O)n(-c2ccccc2)n1C | -3% | -3% | 13 | 8
COC(=O)CCC(NC(=O)c1cc(C)oc1C)C(=O)OC (stereo not drawn) | / | 5% | 15 | 15
Cc1ccc(C(=O)c2oc3ccccc3c2N)cc1 | / | -7% | -23 | -11
CN(Cc1cnn(C)c1)C(=O)C1CCCCC1C(=O)O (stereo not drawn) | / | -1% | 22 | 6
Cc1ccc(-c2nc3ccccc3[nH]2)cc1NC(=O)c1ccco1 | 5% | 3% | ? | -5
Cn1ccc(C(=O)OCC(=O)c2ccccc2)n1 | -5% | 3% | -29 | 3
Cc1ccc(CNC(=O)C2=NNC(=O)CC2)cc1 | / | 5% | ? | /
CC12COC3(C(=O)Nc4ccc(Cl)cc4)CC1CCC32C (stereo not drawn) | / | -1% | 7 | /
COc1ccc2c(c1)CC/C2=N\NC(=O)c1ccccc1 | / | 3% | ? | /
COc1ccccc1NC(=O)Cn1ncc2c1-c1ccccc1OC2 | -3% | -4% | ? | 14
CCOC(=O)CN1C=C(c2ccc3ccccc3n2)C(C[N+](=O)[O-])c2ccccc21 (stereo not drawn) | 1% | -14% | 16 | 8
O=C(NCCC1=CCCCC1)C1CCN(c2nc3ccccc3o2)CC1 | 6% | 9% | 18 | -8
COc1ccc(NC(=O)CSc2nc(N3CCCCC3)nc(N3CCCCC3)n2)cc1 | / | 2% | 4 | 5
COc1ccc(CCNC(=O)C(C(=O)c2ccc(F)cc2)n2ccccc2=O)cc1OC (stereo not drawn) | / | -6% | 2 | -5
O=C(O)CCC(=O)NCc1cn(-c2ccccc2)nc1-c1cccc(Br)c1 | / | -2% | -24 | /
CCOC(=O)c1cc(-c2ccncc2)nc2c1c(C)nn2-c1ccccn1 | 27% | -4% | -100* | 15
NC(=O)c1ncn([C@@H]2O[C@H](CO)[C@@H](O)[C@H]2O)n1 | -14% | 0%&6% | -24 | 10
Cc1cc(NC(=O)COC(=O)CCC(=O)c2ccc(F)cc2)no1 | -2% | 3% | 29 | 3
CC(C)NC(=O)N1CC[C@@]2(CCCN(C(=O)c3cccc(F)c3)C2)C1 | 2% | 7% | / | /
O=S(=O)(c1ccc(Br)s1)N1CCN(c2ccccc2)CC1 | 6% | -6% | -9 | 0
CCCc1cc(C(=O)Nc2nccs2)cs1 | 10%[2.29 µM] | -28% | -26 | 22
CCOC(=O)c1cccc(NC(=O)Nc2cc(OC)ccc2OC)c1 | 1%[2.29 µM] | 5% | 5 | -1
Cc1ccc(S(=O)(=O)C2(S(=O)(=O)c3ccc(C)cc3)CCCC2)cc1 | -3% | -9% | 34 | 18
CCOC(=O)CSc1nc2sc3c(c2c(=O)[nH]1)CCCC3 | 1% | -9% | -2 | -1
COc1ccc2nc(NCCCNC(=O)c3cc(OC)c(OC)c(OC)c3)c(C#N)cc2c1 | -9% | -3% | -18 | -1
Brc1ccc(N=C(c2ccccc2)c2ccncc2)cc1 | / | 0% | 47 | /
COc1ccccc1N1CCN(C(=O)COc2cc(C)ccc2C)CC1 | / | -3% | -1 | /
CCCCCn1c(N2CCN(c3cccc(Cl)c3)CC2)nc2c1c(=O)[nH]c(=O)n2C | 2% | -8% | 23 | 6
Cc1sc2ncnc(SCC(=O)NC(=O)NCc3ccco3)c2c1C | -12% | -16% | 12 | ?
C=CCOc1c(Cl)cc(CNCCC)cc1Cl | 33%[activator] | 4% | 8 | -4
O=C(Nc1ccc(N2CCCCC2)c(Cl)c1)c1ccc2c(c1)OCCO2 | 5% | -3% | 16 | 0
CS(=O)(=O)NCc1ccc(C(=O)NCCOc2ccccc2)cc1 | -2% | 2% | ? | 4
COC(=O)C1=NN(c2ccc(C)cc2)C2(S1)SC(C(C)=O)=C(C)N2c1ccccc1 (stereo not drawn) | -13% | -9% | 23 | 9
O=C(O)CC(=O)Nc1ccccc1 | -1% | 2% | 1 | -7
CCn1c(SCC(=O)Nc2ccc(OCc3ccccc3)cc2)nnc1-c1ccco1 | -2% | 0% | ? | 6
Cc1cc(NC(=O)CSc2ccc3nnc(-c4ccccc4)n3n2)no1 | 3%[11.4 µM] | 0% | ? | -1[1.84 µM]
COc1ccc(C(=O)Nn2cnnc2)c(OC)c1 | -3% | 8% | 17 | -12
Cn1nccc1C(=O)Nn1cnnc1 | -3% | 0% | 10 | 4
COc1ccc(CN2CCN(CC(O)Cn3c4ccccc4c4ccccc43)CC2)cc1 (stereo not drawn) | / | -5% | -102* | /
COc1ccc(C2=NOC(C(=O)NC(C)(C)C)C2)cc1 (stereo not drawn) | -1% | -3% | ? | 5

More records:
SMILES | 15-hLO-2 inh | 12-hLO inh | PNC inhibitor | IMPase inh
CCn1c(COc2ccc(C)cc2)nnc1SCC(=O)Nc1cc(OC)ccc1OC | 7% | -6% | 6 | 1
O=C(/C=C\Nc1ccccn1)c1ccccc1 | -4% | -2% | 17 | -1
Cc1[nH]c2ccccc2c1C(=O)CN1CCC2(CC1)OCCO2 | -5% | 0% | 11 | 1
CC(C)Oc1ccccc1OCCN(C)C | / | -8% | -12 | /
CCCCNC(=S)N(C)/N=C/c1ccc(OCc2ccc(C(=O)OC)cc2)c(OC)c1 | / | 2% | ? | 6
O=C(O)c1cnn2c1NC(c1ccc(F)cc1)CC2C(F)(F)F (stereo not drawn) | -2% | 5% | ? | -1
CCN1CCN(C(=O)CCc2nc3ccccc3c(=O)[nH]2)CC1 | -3% | -3% | 1 | -2
O=S(=O)(Nc1cccc(-c2cn3cccnc3n2)c1)c1ccc(-c2ccccc2)cc1 | / | 3% | -25 | 5
C/C(=C\c1ccccc1)CN(C)CCN(C)C | 12% | 3% | -17 | ?
COC(=O)CSc1nnc(SCc2ccc(Cl)cc2)s1 | 3% | -6% | -3 | 2
Cc1cccc(CCNC(=O)C2CCC(=O)N2Cc2ccc(F)cc2)c1 (stereo not drawn) | 4% | 2% | ? | -1
CCC1CCCCN1C(=O)COc1cc(=O)n(C)c2ccccc12 (stereo not drawn) | 2% | 2% | 3 | 2
COC(=O)c1cc(OC)c(OC)cc1NC(=S)N1CCCCC1 | -5% | -5% | 9 | 5
Cc1cc(NC(=O)CSc2nnc(-c3ccco3)n2Cc2ccccc2)no1 | / | 0% | 52 | 19
CC(C)NC(=O)NS(=O)(=O)c1cnccc1NC1CC2CCC1C2 (stereo not drawn) | / | 3% | -17 | 1
Cn1c(SCC(=O)NCc2ccco2)nc2ccccc2c1=O | 4% | -7% | -19 | -1
Cc1cc(NC(=O)COC(=O)CCCOc2ccc(Cl)cc2C)no1 | 3% | -4% | -8 | 4
O=C(O)c1ccc(CSCc2ccccc2F)o1 | -2% | 4% | 8 | 4
O=C(NCCc1c[nH]c2ccccc12)c1cc(S(=O)(=O)N2CCCCC2)ccc1N1CCOCC1 | -2% | -8% | 24 | -1
CCCCn1nnnc1SCC(=O)N1CCCC1 | -1% | 3% | 74 | 6
Cc1ccc(S(=O)(=O)NCCCCCC(=O)N(C)C)cc1 | -4% | -3% | 13 | -5
COc1cc(OC)c2c(-c3cccc(-c4ccc(OC(F)(F)F)cc4)c3)cc(=O)oc2c1 | 7%[0.0915 µM] | 0%[0.00818 µM] | / | /
CC(=O)NC1C(c2nc3ccccc3s2)=C(c2ccccc2)C(=O)N1c1ccc(C)cc1 (stereo not drawn) | -10% | -4% | 19 | 8
COc1ccccc1[C@@H]1C(c2ccc(F)cc2)=NN(c2ccc(Br)cc2)[C@H]1C(=O)N1CCOC1=O | -18%[0.0915 µM] | 1%[0.00818 µM] | / | /
NC(=O)NC(=O)CSc1nc(-c2ccccc2)c(-c2ccccc2)n1CC1CCCO1 (stereo not drawn) | 2% | -8% | 28 | 5
COc1ccccc1CNS(=O)(=O)c1c(C)[nH]c(=O)[nH]c1=O | 2% | 7% | 13 | -8
CCCN(CCC)C(=O)CCS(=O)(=O)c1cccc2nsnc12 | -11% | -1% | 40 | 10
O=C(c1nc2ncccn2n1)N1CCc2ccccc2C1 | 6% | -3% | 24 | 15
Cc1cc(/C=C2/C(=O)NN(c3ccccc3)C2=O)c(C)n1-c1cccc(O)c1 | / | -3% | ? | 5
CCCCCCNC(=O)CSc1nccn1Cc1ccccc1 | 8% | 4% | -29 | -14
CCNC(=O)CCc1nc(-c2ccc(C(C)(C)C)cc2)no1 | 2% | -5% | 28 | ?
CCOC(=O)c1sc(NC(=O)c2ccc(C)o2)nc1C | 4% | 3% | -26 | 8

Entries of single compounds as entered above.
Cc1ccc(S(=O)(=O)NCCCCCC(=O)N(C)C)cc1 as listed: 15-hLO-2 inh = -4%; 12-hLO inh = -3%; PNC inhibitor = 13; IMPase inh = -5
COc1ccccc1CNS(=O)(=O)c1c(C)[nH]c(=O)[nH]c1=O as listed: 15-hLO-2 inh = 2%; 12-hLO inh = 7%; PNC inhibitor = 13; IMPase inh = -8
